# Screening data deposited in PubChem BioAssay by several laboratories.
# GASC-1 inh: inhibitors of human GASC-1 (JMJD2C) demethylase | Q9H3R0 | GST-JMJD2C(1-420) H3K9me3 demethylation, DELFIA europium | inhibition, % at 2.35 µM | hit rate 0.069% among 330,000 | AID 2099;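 active means more than half of a compound's replicate wells show inhibition beyond 50%, single wells judged on their own value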;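 further: signal counts dimethyl H3K9 product captured on neutravidin plate; 0% = median of DMSO wells and 100% = 0.3 times that DMSO median; strong numbers were not always called active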
# Target sequence (Q9H3R0 1-420 limits assumed): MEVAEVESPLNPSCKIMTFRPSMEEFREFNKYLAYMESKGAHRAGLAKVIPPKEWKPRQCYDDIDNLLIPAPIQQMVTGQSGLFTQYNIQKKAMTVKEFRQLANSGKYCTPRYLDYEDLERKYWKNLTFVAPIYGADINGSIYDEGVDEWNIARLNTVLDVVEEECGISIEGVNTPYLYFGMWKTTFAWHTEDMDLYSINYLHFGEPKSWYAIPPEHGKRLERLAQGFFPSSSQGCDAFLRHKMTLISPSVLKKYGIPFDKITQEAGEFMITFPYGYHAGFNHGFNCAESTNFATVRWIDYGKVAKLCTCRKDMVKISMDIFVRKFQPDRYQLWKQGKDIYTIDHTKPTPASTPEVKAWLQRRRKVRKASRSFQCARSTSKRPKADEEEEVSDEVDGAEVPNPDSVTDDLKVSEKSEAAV
# proCasp7 act: counter-screen: procaspase-7 (human) activation; recombinant procaspase-7, Ac-DEVD-pNA absorbance 405 nm; D23A/D198A/D206A triple mutant, cannot self-cleave; scale: DMSO 0, 5 µM enzyme 100; activation, % at 8.5 µM; AID 463210; hit rate 0.093% among 330,000;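 active means percent activation above the screen-wide mean plus 3 SD, cut at about 25% in these data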
# Target sequence (P55210 whole entry D23A/D198A/D206A): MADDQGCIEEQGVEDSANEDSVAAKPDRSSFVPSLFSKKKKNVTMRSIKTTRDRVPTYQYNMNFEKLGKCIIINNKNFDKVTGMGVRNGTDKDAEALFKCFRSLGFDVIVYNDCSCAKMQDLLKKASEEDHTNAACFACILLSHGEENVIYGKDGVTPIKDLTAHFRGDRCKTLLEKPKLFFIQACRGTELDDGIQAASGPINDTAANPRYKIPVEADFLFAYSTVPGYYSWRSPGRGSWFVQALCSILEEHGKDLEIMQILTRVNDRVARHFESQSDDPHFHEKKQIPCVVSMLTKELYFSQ
#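 Assay system: Uncleavable procaspase-7 mutant enzyme; Input: 2 µM procaspase-7 mutant as dispensed; Also added: DEVD-pNA substrate; Medium: Zinc-free HEPES pH 7.4 with 300 mM NaCl, 0.01% Triton X-100; Timing: 1 h compound preincubation, 2 h substrate cleavage, 25 °C; Measured by: Epi-absorbance of released pNA at 405 nm, two timepoints.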
# Yeast superoxide: yeast age-related superoxide inhibition as caloric restriction mimetic | hit rate 0.18% among 330,000 | S. cerevisiae aged cells, superoxide DHE fluorescence; stronger effect = lower value | superoxide response (% of plate mean), % at 10 µM;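 active means superoxide response under a set limit, about three screen SD below normal, cut at about 65% in these data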;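 further: yeast aged for seven days with compound at 30 °C before DHE staining; 100% = average MFI of all compound-treated wells on the plate with controls excluded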
# MEP2-GFP yeast: yeast TOR pathway MEP2-GFP modulation; S. cerevisiae MEP2-GFP strain, flow cytometry GFP, 3 h; 100% = DMSO control level; GFP response vs DMSO, % at 10 µM; hit rate 0.51% among 330,000;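 active means GFP response versus DMSO above a set limit, roughly screen mean plus 3 SD, cut at about 180% in these data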;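 further: median GFP fluorescence of the barcode-gated MEP2-GFP cells per well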
# LAP4 TOR yeast: yeast TOR pathway LAP4-GFP modulation. S. cerevisiae LAP4-GFP multiplex, flow cytometry GFP, 3 h; median GFP as percent of DMSO wells. GFP response vs DMSO, % at 10 µM. hit rate 0.34% among 320,000;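 active means GFP response vs DMSO above a set limit, about the screen mean plus 3 SD, cut at about 150% in these data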
# proCasp3 act: activators of human procaspase-3; hit rate 0.11% among 330,000; activation, % at 8.5 µM; P42574; AID 463141; recombinant procaspase-3 D3A, Ac-DEVD-pNA absorbance 405 nm;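 active means activation above the mean of all tested compounds plus 3 SD, cut at about 21% in these data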;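 further: 0% = DMSO alone and 100% = DMSO wells spiked with extra 5 µM PC-3 D3A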
# Target sequence (P42574 whole entry D9A/D28A/D175A): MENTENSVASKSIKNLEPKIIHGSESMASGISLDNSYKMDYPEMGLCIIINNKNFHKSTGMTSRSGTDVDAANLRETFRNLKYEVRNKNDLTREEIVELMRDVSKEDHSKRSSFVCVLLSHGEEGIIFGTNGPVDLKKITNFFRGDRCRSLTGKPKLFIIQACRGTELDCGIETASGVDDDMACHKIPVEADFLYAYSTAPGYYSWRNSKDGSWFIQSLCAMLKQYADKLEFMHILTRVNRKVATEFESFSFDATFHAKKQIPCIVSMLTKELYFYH
#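 Technique: 405 nm absorbance of p-nitroaniline, reads at 0 and 120 min; Test system: Procaspase-3 D3A mutant; Incubation: 1 h enzyme-compound preincubation, then 2 h substrate reaction, 25 °C; Repeats: singlicate, each compound tested once; Benchmarks: low control DMSO wells, high control DMSO plus 5 µM PC-3 D3A.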
# RPL19A-GFP yeast: modulators of TOR pathway RPL19A-GFP in S. cerevisiae; hit rate 0.3% among 330,000; AID 2025; percent response vs DMSO, % at 10 µM; S. cerevisiae RPL19A-GFP strain, flow cytometry, 3 h; stronger effect = lower value;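 active means percent response vs DMSO below 50%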;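 further: median channel GFP fluorescence of the barcoded RPL19A-GFP strain; ratio of sample median GFP to plate DMSO average so 100% = DMSO; lower means less RPL19A-GFP as with rapamycin TOR inhibition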
# AHR act: activates the human aryl hydrocarbon receptor. AHR-responsive luciferase reporter cells, luminescence. activation, % at 5 µM. hit rate 2.5% among 320,000. AID 2796; in the data active means activation above about 47%;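 further: 0% = vehicle wells and 100% = reference agonist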
# * = called active by the depositor; i = inactive; . = not tested or not shown; & = joins results of further samples; [ ] = dose if it differs, or a comment.
SMILES,GASC-1 inh,proCasp7 act,Yeast superoxide,MEP2-GFP yeast,LAP4 TOR yeast,proCasp3 act,RPL19A-GFP yeast,AHR act
COc1ccc(S(=O)(=O)N(C)CC(=O)NCCCN2CCOCC2)cc1Cl,-5,-2,124,95,93,-2,99,-1
CCOC(=O)c1c(C)[nH]c(C(=O)OCC(=O)N2CCN(S(=O)(=O)c3ccc(C)cc3C)CC2)c1C,7,-15,95,98,109,5,101,0
CC(C)(C)C(=O)Nc1c(Br)c(C2CC2)nn1-c1ccccc1,-16,6,102,92,102,-2,93,3
Cc1cc(=O)oc2c(C)c(OCC(=O)Nc3cccnc3)ccc12,48,3,96,94,92,2,96,16
CCOC(=O)N1CCN(C(=O)c2cccc(S(=O)(=O)Nc3ccc(OC)cc3)c2)CC1,5,-8,108,95,97,-5,101,3
COC(=O)c1[nH]c2ccccc2c1NC(=O)C(C)N1CCN(C(=O)c2ccco2)CC1 (stereo not given),1,1,105,95,96,2,100,8
c1ccc(Sc2ncnc3c2oc2ccccc23)cc1,0,-3,97,103,105,-5,107,17
COc1ccc(N(C(=O)CNC(=O)c2cccs2)C(C(=O)NC2CCCC2)c2cccnc2)cc1 (stereo not given),-7,9,95,93,100,8,89,1
COc1ccc(/C=N/NC(=O)CCc2nc3ccccc3[nH]2)cc1,-4,-4,101,103,89,-1,102,10
Oc1c(C=C2N=c3ccccc3=N2)sc(=S)n1-c1ccc2ccccc2c1,0,-19,108,98,110,0,98,14
COc1ccc(C)cc1NC(=O)CCN1CCN(c2ccccc2F)CC1,0,4,97,102,91,0,100,1
COC(=O)C1(C)NC(c2ccco2)C2C(=O)N(c3ccc(C)cc3)C(=O)C21 (stereo not given),-7,-3,104,104,95,-3,98,1
CC(C)CC(NC(N)=O)C(=O)NCc1ccc(Cl)cc1 (stereo not given),-12,5,101,103,96,-1,104,2
Cc1ccc(S(=O)(=O)Cc2ccc(C(=O)N3CCc4ccccc4C3)o2)cc1,i,1,113,99,108,-6,97,0
Cc1ccc(C2CC2C(=O)NN)cc1 (stereo not given),-8,-1,87,97,92,1,95,3
CCCNC(=O)c1ccc(C2SCC(=O)N2Cc2ccccc2)cc1 (stereo not given),-8,1,92,116,112,18,117,-3
CCn1c2ccccc2c2cc(CN3CCN(C(=O)c4ccco4)CC3)ccc21,-3,15,113,104,101,1,100,2
Cc1n[nH]c(C)c1S(=O)(=O)N1CCC(C(=O)Nc2cccc(F)c2)CC1,0,4,109,102,99,1,101,4
CCOC(=O)C(C(=O)OCC)C1N=C(N)N=C2Oc3ccccc3N21 (stereo not given),3,5,i,92,95,-1,98,22
COc1ccc(Nc2nc(N)c(C(=O)c3ccc(OC)cc3)s2)cc1,-2,0,103,107,103,-8,98,1
COc1ccc(CN2CCNC(=O)C2CC(=O)NCCSc2nccn2C)cc1OC (stereo not given),-19,1,93,106,98,7,105,-3
Cc1nn(C)c(Sc2ccccn2)c1[N+](=O)[O-],-3,8,96,96,109,5,96,-3
Cc1ccc(-c2nnc(SCC(=O)N/N=C/c3ccccc3C(=O)O)n2-c2ccc(Cl)cc2)cc1,-6,5,98,102,106,7,100,3
O=C1COc2ccc(S(=O)(=O)Nc3cccc(Cl)c3)cc2N1,-1,14,78,113,108,12,102,0
Cc1ccc(N(C(=O)CNC(=O)c2ccco2)C(C(=O)NC2CCCC2)c2cccnc2)cc1 (stereo not given),-4,5,95,95,90,3,95,0
Cc1ccc(C(C)C)cc1S(=O)(=O)Nc1ccncc1,3,-1,110,101,90,2,98,3
CCn1c(=O)c2ccccc2n(Cc2cccc(C)c2)c1=O,45,-3,88,89,95,11,97,-3
CCCCN1CN(Cc2ccccc2)CNC1=S,-2,2,93,102,100,2,98,0
CC(=O)Nc1ccc(Nc2cc(C)nc3c(-c4ccc(Cl)cc4)cnn23)cc1,-15,2,142,95,102,6,97,14
COCC(=O)N1CCC(Oc2ccc(C(=O)NCCc3ccncc3)cc2)CC1,-11,6,97,106,105,-7,96,0

# 3 compounds picked at random from the list so far:
SMILES,GASC-1 inh,proCasp7 act,Yeast superoxide,MEP2-GFP yeast,LAP4 TOR yeast,proCasp3 act,RPL19A-GFP yeast,AHR act
Cc1ccc(N(C(=O)CNC(=O)c2ccco2)C(C(=O)NC2CCCC2)c2cccnc2)cc1 (stereo not given),-4,5,95,95,90,3,95,0
Cc1ccc(C(C)C)cc1S(=O)(=O)Nc1ccncc1,3,-1,110,101,90,2,98,3
Cc1nn(C)c(Sc2ccccn2)c1[N+](=O)[O-],-3,8,96,96,109,5,96,-3

# (list continues)
SMILES,GASC-1 inh,proCasp7 act,Yeast superoxide,MEP2-GFP yeast,LAP4 TOR yeast,proCasp3 act,RPL19A-GFP yeast,AHR act
CC1(C)CC(=O)C2=C(C1)OC(N)=C(C#N)C2c1cccs1 (stereo not given),0,6,105,92,101,-2,100,4
CCn1c(N)c(C(=O)NCCCOC)sc1=S,7,-9,93,104,99,-13,93,2
Cc1c(C#N)c2ccccc2n1CC(=O)N1CCc2ccccc2C1,26,7,94,96,99,-4,102,1
Cc1ccc(Cn2ccc(=O)c(OCc3ccccc3)c2C)cc1,2,0,106,234*[may fluoresce violet],92[may fluoresce violet],-7,97,10
NS(=O)(=O)c1ccc(CNC(=O)c2ccc(NS(=O)(=O)c3cccs3)cc2)cc1,3,-7,98,98,93,6,96,1
CCCCCCOc1ccc(C(=O)O)cc1C#N,-1,0,115,94,95,11,91,2
Cc1cccc(CN2CCc3c(OCC(=O)NCc4ccco4)cccc3C2=O)c1,4,0,88,97,94,0,101,5
Cc1ccc(-c2cn3cc(C)ccc3n2)cc1,.,5,112,100,107,3,70,-10
O=C(O)CCN1C(=O)NC2(CCCC2)C1=O,0,-12,110,105,103,0,104,-1
O=C(NCCc1cccs1)C1CC(c2cccc(F)c2)=NO1 (stereo not given),-33,10,101,91,102,0,106,3
CCOC(=O)c1cnc(-c2ccccc2O)nc1Cl,19,-8,118,106,94,8,112,3
Oc1ccc(Br)cc1/C=N/NC(=S)NCCc1ccccc1,-3,18,103,108,103,14,111,18
Cc1cc(C)c2cc(C#N)c(NCCCNC(=O)CCC(=O)O)nc2c1,-199,-5,97,109,98,1,103,4
CC(C)c1nnc(NC(=O)C2CCCN2C(=O)Nc2ccc(F)cc2)s1 (stereo not given),4,-3,100,92,98,-2,98,0
CC(C)(C)OC(=O)[C@H](Cc1ccccc1)NC(=O)c1nc[nH]c1C(=O)N1CCc2ccccc2C1,-2,8,108,97,123,3,94,5
O=C(NCc1ccc(Cl)cc1)c1cc([N+](=O)[O-])ccc1Cl,1,7,90,100,103,7,105,-1
CCCCN(C(=O)c1ccc2c(c1)OCCO2)c1c(N)n(CC(C)C)c(=O)[nH]c1=O,-5,15,105,86,84,5,92,-1
CCc1ccc2c(c1)/C(=N/OC)C(=O)N2,-9,2,124,107,87,7,106,32
CC(C)(C)c1ccc(-c2c(C#N)c(N)nc3c2CCCC3)s1,0,-2,100,99,89,-7,100,0
Cc1ccc(SC/C(O)=C(\C#N)c2nc3ccccc3n2C)cc1,12,3,102,94,95,-4,92,-7
CC(C)(C)NC(=O)CSc1nnc(Cc2ccccc2)n1CC1CCCO1 (stereo not given),-9,1,102,95,90,5,94,1
COc1ccc(S(=O)(=O)N(C)CC(=O)NC2CC2)cc1,-3,3,91,98,92,7,95,0
COc1ccc(-c2nc3ccccc3c(=O)n2CCN2CCOCC2)cc1,-5,6,105,108,104,-2,102,2
CC(NC(=O)C(=O)Nc1nccs1)c1ccccc1 (stereo not given),8,5,93,98,98,6,99,0
COc1ccc(OC)c(NC(=O)N2CCCC(C(=O)c3ccccc3OC)C2)c1 (stereo not given),2,-3,107,100,106,0,97,9
CC(NC(=O)COC(=O)[C@@H]1CCCN1S(=O)(=O)c1ccccc1F)C12CC3CC(CC(C3)C1)C2 (stereo not given in full),3,6,93,98,87,5,101,0
Cc1cccc(NC(=O)c2ccc3c(Cl)c4c(nc3c2)CCCC4)n1,10,1,97,98,98,-5,107,-1
c1ccc(Cn2ccnc2SCc2nnc(-c3ccccc3)o2)cc1,4,-4,97,107,105,6,101,0
CC1(C)CC(NC(=O)c2cc(S(=O)(=O)N3CCOCC3)c(Cl)cc2Cl)CC(C)(C)N1,-7,9,125,97,109,7,96,3
COCCNC(=O)CN(CC1CCCO1)C(=O)CCC(=O)Nc1ccccn1 (stereo not given),-9,-1,105,113,110,9,100,0
Cn1c(CN2CCOCC2)nnc1SCc1ccc(C#N)cc1,7,7,97,97,94,1,96,0
CC(=O)c1cc(CN2CCC(n3nccc3NC(=O)c3ccccc3)CC2)cs1,-2,-2,94,108,103,9,101,-1
CCOCCCNC(=S)NCCCNc1nc2cc3c(cc2cc1C#N)OCO3,1,0,115,101,102,-7,96,12
COc1ccccc1OCCNC(=O)c1ccc2c(c1)CCC2,-8,1,91,106,106,1,101,15
COc1ccc(C(=O)O/N=C(\N)Cc2ccc(Cl)c(Cl)c2)cc1OC,7,14,105,100,95,6,105,4
COc1ccc(C(=O)OC(C)CN2CCOCC2)cc1OC (stereo not given),-5,2,97,105,100,9,103,1
CCOC(=O)N1CCN(C(=O)CS(=O)(=O)c2cn(Cc3ccc(Cl)cc3)c3ccccc23)CC1,i,8,97,105,116,11,104,1
CC(=O)NC1C(Oc2ccc(C=O)cc2)OC(COC(C)=O)C(OC(C)=O)C1OC(C)=O (stereo not given),-7,-6,89,102,99,2,99,-1
COc1ccc(CCN2CN(S(=O)(=O)c3ccc(OC)cc3)c3nc4ccccc4nc32)cc1,13,1,81,105,103,-6,105,3
O=C1c2ccccc2C(O)N1CCN1CCOCC1 (stereo not given),16,3,121,99,93,-8,103,1
O=C(CCNS(=O)(=O)c1ccc(Br)cc1)NC1CCC(O)CC1 (stereo not given),4,-5,87,101,101,2,99,-1
COc1ccc(-n2nnnc2SCC(=O)N2CCCc3ccccc32)cc1OC,-12,-11,94,105,104,-1,101,3
CC1=C(C(=O)N2CCOCC2)C(c2ccc(O)cc2)NC(=S)N1 (stereo not given),2,5,88,105,94,7,92,0
Cc1ccccc1-c1nnc(CS(=O)(=O)c2ccccc2)o1,-16,3,93,98,87,-11,92,7
N#CCCN(CCC#N)C(=O)c1ccc2c(c1)OCO2,13,-4,90,112,112,12,107,2
NC(=O)Cn1ccc(O)c(Cc2ccc(Cl)cc2Cl)c1=O,-15,11,104,108,91,8,107,1
COc1ccc(N2CSC3=C(C#N)C(c4ccc(OC)c(OC)c4)CC(=O)N3C2)c(OC)c1 (stereo not given),-1&-18,-15,103,101,104,-20,99,5
Cc1ccc(NC(=O)CC2S/C(=N/N=C/C=C/c3ccccc3)NC2=O)cc1Cl (stereo not given),-27,2,111,93,91,-3,103,0
O=C(N/N=C\c1cccnc1)c1ccc(Cl)cc1Cl,-6,-2,89,98,105,13,96,4
CCOC(=O)C(C)n1cnc2sc(C)c(C)c2c1=O (stereo not given),-9,3,106,104,101,-12,103,1
CC1(C)CC(NC(=O)c2ccccc2Cl)CC(C)(C)N1,.,11,90,96,101,10,96,2
O=C(c1ccc(=O)oc1)N1CCN(C(c2ccccc2)c2ccccc2)CC1,4,6,120,95,99,0,96,-1
